PABP1 MLLE inh – inhibitors of microRNA-mediated deadenylation, human PABP1 MLLE binding; P11940; GST-MLLE / FITC-PAM2 fluorescence polarization; inhibition, % at 20 µM; 360,000 compounds, 0.36% hits; AID 588489; in the data active means inhibition above about 35%, passing the limit was not always enough;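 further: plate controls were DMSO wells with GST-MLLE for no effect and wells lacking GST-MLLE protein for full effect; some results filed as inactive read as strong as hits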
MT1-MMP act inh – inhibitors of human MT1-MMP activation; HT1080 RFP-PRO-GFP cells, GFP/RFP ratio fluorescence, overnight; percent of plate control window, DMSO zero; GFP/RFP ratio change, % at 20 µM; AID 651647; 360,000 compounds, 0.061% hits; P50281;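 active means GFP/RFP ratio change of at least 30% with cell ATP level not reduced by more than half and red fluorescence within 50% of control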; further: strong numbers were not always called active
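Assay system: HT1080 RFP-PRO-GFP cells. Benchmarks: DMSO vehicle wells and RFP-L50D-GFP reporter cell wells. Times: overnight cell settling, then overnight compound exposure, 37 °C, 5% CO2. Compound: 20 µM single dose, 1% DMSO. Read-out basis: GFP/RFP fluorescence ratio.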
Rpn11 inh – Rpn11 (human) deubiquitinase inhibition | 360,000 compounds, 0.59% hits | calls only at 20 µM | human 26S proteasome, Ub4-pepOG fluorescence polarization; 20S core pre-blocked with epoxomicin | O00487;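 active means inhibition at 20 µM, scaled to each plate's controls, above about 33%, limit read from the data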
Target sequence (O00487 whole entry, looked up): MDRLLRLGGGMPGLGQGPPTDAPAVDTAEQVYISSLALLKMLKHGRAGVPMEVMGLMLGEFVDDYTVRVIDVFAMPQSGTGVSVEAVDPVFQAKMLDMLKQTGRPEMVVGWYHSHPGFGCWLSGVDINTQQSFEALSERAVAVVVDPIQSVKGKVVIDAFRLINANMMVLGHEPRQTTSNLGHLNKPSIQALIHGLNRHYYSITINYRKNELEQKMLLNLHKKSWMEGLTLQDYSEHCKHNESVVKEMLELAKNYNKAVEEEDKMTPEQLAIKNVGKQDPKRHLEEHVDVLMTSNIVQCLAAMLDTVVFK
NadD block – NadD (S. aureus) enzyme inhibition; inhibition, % at 20 µM; 360,000 compounds, 0.78% hits; AID 602399; purified NadD enzyme, colorimetric absorbance read-out; in the data active means inhibition above about 26%; further: some compounds past the cut are filed as inactive
CSN inh – CSN deneddylation inhibition; Q92905; Purified CSN, SCF-Nedd8-OG deneddylation, fluorescence polarization; inhibition, % at 12.5 µM; 360,000 compounds, 0.38% hits; AID 651999;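 active means pattern-corrected inhibition above about 35%, with an unprinted fluorescence ratio check between 0.5 and 1.5, limit read from the data, passing the limit was not always enough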;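 further: 0% = enzyme with substrate and 100% = substrate without enzyme; some results filed as inactive read as strong as hits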
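Assay system: HEK293T-derived human Csn5 enzyme; quantity: 0.24 nM enzyme; medium: Tris/NaCl/DTT buffer, pH 7.5; also added: substrate SCFSkp2-Nedd8OG, 10 nM; doses: 12.5 µM compound; schedule: 90 min reaction at room temperature; signal: FP; read-out: % inhibition of substrate cleavage by Csn5; benchmarks: substrate-only high control, full reaction low control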
Neddyl block – inhibitors of human cullin neddylation. 360,000 compounds, 0.58% hits. calls only at 25 µM. AID 651699. TR-FRET cullin neddylation, biochemical; in the data active means inhibition above about 36%
Target sequence (P61081 whole entry, looked up): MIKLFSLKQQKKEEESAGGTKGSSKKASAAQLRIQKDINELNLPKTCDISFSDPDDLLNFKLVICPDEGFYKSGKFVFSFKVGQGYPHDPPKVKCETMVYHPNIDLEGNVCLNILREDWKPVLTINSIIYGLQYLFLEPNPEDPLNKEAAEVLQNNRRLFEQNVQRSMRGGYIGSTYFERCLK
Target sequence (Q13564 whole entry, looked up): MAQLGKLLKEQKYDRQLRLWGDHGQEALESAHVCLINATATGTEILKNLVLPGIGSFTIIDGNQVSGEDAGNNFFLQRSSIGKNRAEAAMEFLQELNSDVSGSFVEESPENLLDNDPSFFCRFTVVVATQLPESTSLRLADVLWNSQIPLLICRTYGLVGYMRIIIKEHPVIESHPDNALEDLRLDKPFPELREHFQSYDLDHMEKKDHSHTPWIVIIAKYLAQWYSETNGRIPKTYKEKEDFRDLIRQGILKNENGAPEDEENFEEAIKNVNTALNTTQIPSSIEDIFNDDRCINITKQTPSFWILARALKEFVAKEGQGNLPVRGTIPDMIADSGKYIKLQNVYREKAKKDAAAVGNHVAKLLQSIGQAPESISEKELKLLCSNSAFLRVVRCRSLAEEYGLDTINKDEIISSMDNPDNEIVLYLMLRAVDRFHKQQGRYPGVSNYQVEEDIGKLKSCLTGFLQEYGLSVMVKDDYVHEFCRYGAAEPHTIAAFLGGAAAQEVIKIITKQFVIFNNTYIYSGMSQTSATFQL
FAS TE block – blocks the thioesterase domain of human fatty acid synthase; inhibition, % at 15 µM; recombinant FAS-TE, OMFH fluorogenic substrate, fluorescence endpoint; 360,000 compounds, 0.67% hits;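 active means compounds whose normalised, plate-corrected inhibition of enzyme fluorescence in the single-dose primary screen is 50% or more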;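 further: 0% = DMSO with enzyme and 100% = substrate without enzyme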
SKN-1 block – blocks SKN-1 activity in C. elegans; C. elegans VP596 Pgst-4::GFP/RFP ratio, acrylamide-induced, 24 h; inhibition, % at 21.8 µM; 360,000 compounds, 0.49% hits;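 active means interference check ratio from 0.5 to 1.5 plus GFP to RFP signal ratio inhibition reaching or exceeding a fixed threshold, cut at about 30% in these data, passing the limit was not always enough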; further: some compounds called inactive have numbers as strong as hits
Rin1-Abl PPI inh – human Rin1-Abl interaction inhibition; P00519+Q13671; TR-FRET Rin1/Abl binding, biochemical; inhibition, % at 7.35 µM; 360,000 compounds, 0.4% hits; AID 588664; in the data active means inhibition above about 5%, passing the limit was not always enough
Active calls of the source: *; i = inactive; x = not tested or not shown.

SMILES	PABP1 MLLE inh	MT1-MMP act inh	Rpn11 inh	NadD block	CSN inh	Neddyl block	FAS TE block	SKN-1 block	Rin1-Abl PPI inh
Cc1cc(C(=O)Nc2c[nH]c(=O)[nH]c2=O)ccc1[N+](=O)[O-]	8	2	i	1	-2	i	-5	8	10*
CCC1NC(=S)N(C2CCCCC2)C1=O (configuration not stated)	0	-2	i	-2	-3	i	-6	2	-1
COc1ccc(NC(=O)NC(C)C2CC3CCC2C3)cc1 (configuration not stated)	0	3	i	-2	-2	i	-1	9	3
Cc1ccc(S(=O)(=O)N(C)c2ccc(N)cc2)cc1	7	1	i	8	-1	i	-6	-6	6
CC1(c2cnc(Nc3ccccc3)s2)CCC(=O)O1 (configuration not stated)	4	-24	i	1	-2	i	-2	20	-3
Nc1nc(-c2ccccc2)c(N=Nc2cccnc2)s1	16	19	i	-2	-10	i	2	16	1
CSCCC(NC(=O)OCc1ccccc1)C(=O)NCc1cccnc1 (configuration not stated)	7	3	i	-2	0	i	-4	12	-4
Cc1ccc(S(=O)(=O)N[C@@H](Cc2ccccc2)C(=O)N2CCC[C@@H]2C(=O)O)cc1	3	2	i	0	1	i	-3	8	-2
NS(=O)(=O)c1ccc(NC(=O)CSc2ncnc3ccccc23)cc1	28	-6	i	0	4	i	-3	6	-2
CC1CCN(C(=O)CSc2nnc(-c3cc4ccccc4cc3O)n2Cc2ccco2)CC1	-4	0	i	-3	0	i	-7	-7	-3
O=C(O)/C=C\c1cccc(-n2nnnc2SCc2ccccc2F)c1	-3	17	i	-1	-4	i	-6	14	-2
Oc1ccc(/C=N/N=C/c2ccc(O)c(O)c2)cc1O	-6	-12	i	2	22	i	-3	-8	23*
COc1cccc(NC(=O)C(NCCc2ccc(S(N)(=O)=O)cc2)c2ccccc2)c1 (configuration not stated)	-10	-5	i	-4	0	i	-1	-12	0
Cc1nc(NCCN)c(C#N)c2c1COC(C)(C)C2	7	4	i	1	-4	i	-2	2	-2
COc1ccc(-c2nc3c4ccccc4ccn3c2Cc2ccc(C)cc2)cc1OC	-10	-2	i	6	-2	i	22	11	0
CCN1CCCC1CNC(=O)CSc1cc(=O)n(C)c2cc(Cl)ccc12 (configuration not stated)	4	1	i	-6	-3	i	0	-5	-26
COc1ccccc1NC(=O)COC(=O)C1CC2CCCC(C1)C2=O (configuration not stated)	-8	-1	i	0	-1	i	-3	11	-1
C=CCNC(=S)/C(=C(/[O-])c1ccc([N+](=O)[O-])cc1)[n+]1ccccc1	-9	2	i	1	7	i	-7	-5	4
Cc1ccccc1NC(=O)NCCCCc1ccccc1	-11	-3	i	-2	-2	i	2	25	-1
OCCOCCn1c(C(CO)Nc2nc(-c3ccccc3Br)cs2)nc2ccccc21 (configuration not stated)	7	-4	i	2	0	i	-9	-4	4

Arranged by the number under CSN inh (largest number first): 3 from the list above
SMILES | PABP1 MLLE inh | MT1-MMP act inh | Rpn11 inh | NadD block | CSN inh | Neddyl block | SKN-1 block | Rin1-Abl PPI inh
NS(=O)(=O)c1ccc(NC(=O)CSc2ncnc3ccccc23)cc1 | 28 | -6 | i | 0 | 4 | i | 6 | -2
CSCCC(NC(=O)OCc1ccccc1)C(=O)NCc1cccnc1 (configuration not stated) | 7 | 3 | i | -2 | 0 | i | 12 | -4
COc1ccc(NC(=O)NC(C)C2CC3CCC2C3)cc1 (configuration not stated) | 0 | 3 | i | -2 | -2 | i | 9 | 3

Copied from the list.
Entry for `Nc1nc(-c2ccccc2)c(N=Nc2cccnc2)s1` under NadD block: -2
Entry for `COc1ccc(-c2nc3c4ccccc4ccn3c2Cc2ccc(C)cc2)cc1OC` under MT1-MMP act inh: -2
Entry for `Oc1ccc(/C=N/N=C/c2ccc(O)c(O)c2)cc1O` under NadD block: 2

Next part
SMILES	PABP1 MLLE inh	MT1-MMP act inh	Rpn11 inh	NadD block	CSN inh	Neddyl block	FAS TE block	SKN-1 block	Rin1-Abl PPI inh
O=C(O)CCCCCN1C(=O)C(O)=C(C(=O)/C=C/c2ccccc2)C1c1ccc2c(c1)OCO2 (configuration not stated)	4	0	i	12	-16	i	-3	-3	2
O=C(N[C@@H](Cc1ccccc1)C(=O)OCc1ccccc1)c1nc[nH]c1C(=O)N[C@@H](Cc1ccccc1)C(=O)OCc1ccccc1	0	6	i	1	2	i	15	0	1
Cc1cc(C(=O)OCC(=O)c2cccs2)ccc1[N+](=O)[O-]	7	-5	i	-6	2	i	31	20	3
CC(=O)c1ccc(Nc2nc(NCCO)nc(OC(C(F)(F)F)C(F)(F)F)n2)cc1	6	7	i	-1	-3	i	4	5	3
CCC1Sc2ccc(S(=O)(=O)CCC(=O)Nc3cc(C)ccn3)cc2NC1=O (configuration not stated)	-9	1	i	0	-1	i	-2	-2	-6
C[C@@H]1CCCCO[C@@H](CN(C)S(=O)(=O)c2ccccc2)[C@@H](C)CN([C@H](C)CO)C(=O)c2cc(NS(=O)(=O)c3ccc(F)cc3)ccc2O1	-47	-2	i	15	-3	i	19	4	51*
O=C(Nc1ccc(F)cc1)c1cccc(N2C(=O)c3ccccc3C2=O)c1	-5	-2	i	-8	5	i	11	6	0
O=[N+]([O-])c1ccc(N2CCN(S(=O)(=O)c3ccc4ccccc4c3)CC2)cc1NCc1ccco1	0	2	i	19	-2	i	35	-16	-4
COc1ccccc1/C=C/C(=O)Nc1cccnc1	-4	8	i	-2	4	i	2	-5	-2
CCC(=O)Nc1ccc(NC(=O)c2oc3ccccc3c2C)cc1	1	5	i	-11	-2	i	1	-8	-2
NC(=S)NNc1ccc(Cl)c(Cl)c1	-23	2	i	7	99	i	0	1	2
COc1ccc(C(=O)O)cc1S(=O)(=O)N(C)CCc1cccnc1	1	5	i	4	-4	i	-6	6	-5
COc1ccc(Cc2nnc(NC(=O)c3ccco3)s2)cc1OC	-4	0	i	1	0	i	-4	0	0
COc1ccc2nc(NC(=O)CSCC(=O)Nc3cc(C)on3)sc2c1	11	-3	i	-6	-8	i	-3	9	4
CCCCOC(=O)CSC(=S)N(C)Cc1cccs1	21	-3	i	-7	-9	i	30	-4	-1
COc1ccc(/[N+]([O-])=C/c2ccco2)cc1	0	-1	i	-10	-6	i	-7	-3	4
COc1ccc(CSCC(=O)N/N=C/c2ccc(OCC(=O)NCc3ccco3)cc2)cc1	9	1	i	13	-3	i	3	10	-8
O=c1ccc(S(=O)(=O)N2CCCC2)cn1Cc1ccc(F)cc1	-35	2	i	-3	-4	i	-6	9	3
CSCCC(c1nc2ccccc2[nH]1)n1c(=O)c(-c2cccnc2)nc2ccccc21 (configuration not stated)	x	3	x	x	-2	i	x	11	x
COc1ccc(NC(=O)C2CCCN(C)C2)cc1OCC(C)C (configuration not stated)	5	-2	i	-11	-2	i	-7	3	1
Cc1cccc(C)c1NC(=O)Cn1c(=O)n(CCCC(=O)NC2CCN(Cc3ccccc3)CC2)c(=O)c2ccccc21	4	-4	i	-5	2	i	-3	15	2
Cc1ccc(CNS(=O)(=O)c2ccc3oc(C(=O)O)c(C)c3c2)cc1	4	4	i	-3	5	i	-7	5	0
CCOC(=O)c1ccc(Nc2nc(C)nc3c2nnn3Cc2ccccc2)cc1	4	-3	i	4	3	i	7	12	2
Clc1ncc(CN2CCN(Cc3ccccc3)CC2)s1	-2	3	i	4	-2	i	-5	-8	7
CC(=O)Nc1c(C(=O)Nc2ccc3c(c2)OCO3)oc2ccccc12	7	0	i	-3	0	i	-2	3	2
O=C(Nn1nnnc1Nc1ccccc1)C12CC3CC(CC(C3)C1)C2	-8	7	i	-3	-1	i	2	9	1
COc1cccc(C(=O)N[C@@H](CCSC)c2nc3ccccc3[nH]2)c1	-9	-3	i	-6	-5	i	-2	2	-1
CCOC(=O)[C@@H]1[C@H]2COc3ccccc3[C@H]2N2C(=O)N(c3ccc(F)cc3)C(=O)[C@]12C	0	-2	i	-1	0	i	3	-4	1
Cc1cc(C)c(OCCN2CCOCC2)c(Cl)c1	0	0	i	-6	-3	i	-5	-5	3
Cc1noc(C)c1S(=O)(=O)N1CCC(C(=O)N2CCC(C)CC2)CC1	-7	4	i	1	2	i	-9	-3	3
COc1ccc(Br)cc1CSC(=N)N	5	-3	i	-4	-4	i	-17	7	9
CCC(=O)N1CCCC1(C)C(=O)Nc1ccc(C)c(C)c1 (configuration not stated)	5	2	i	1	9	i	-8	-18	1
Cc1cc(C)cc(NC(=O)C2CCN(S(=O)(=O)c3c(C)n[nH]c3C)CC2)c1	10	-4	i	-3	1	i	-2	-2	0
Cc1cc(C)cc(NC(=O)CN2CCC(NC(=O)c3ccccc3F)CC2)c1	-5	2	i	-7	4	i	3	3	1
O=C(NC1CCCCC1)C(c1ccccc1)N1CCCC1 (configuration not stated)	5	-3	i	7	2	i	-5	-8	1
COc1ccc(/C=C(/NC(=O)c2ccco2)C(=O)NCc2ccco2)cc1	-6	1	i	-8	-1	i	-8	0	-1
Cc1ccccc1Nc1nc2nonc2nc1N1CCOCC1	5	0	i	-3	-7	i	-5	15	1
CC(=O)Nc1c2c(nn1-c1ccc(Cl)cc1)CSC2	9	-3	i	-2	0	i	-5	-14	-3
CCN(CC)CCCNC(=O)C1CCC(CNS(=O)(=O)c2ccc(Cl)cc2)CC1 (configuration not stated)	11	-5	i	-5	0	i	-3	-16	8
COc1ccc(-c2noc(CCC(=O)NCc3cc(Br)ccc3OC)n2)cc1	4	3	i	-8	-2	i	15	1	-1
Cc1nc(C)c(C(=O)OCC(=O)NCc2ccccc2)s1	6	3	i	-3	-3	i	-2	-2	1
CCC(C)NC(=O)C1CCN(CCCc2ccccc2)CC1 (configuration not stated)	3	1	i	-8	4	i	-4	24	-2
CC1CC(=O)c2cnc(N3CCOCC3)nc2C1 (configuration not stated)	3	5	i	-3	10	i	-7	-3	3
COc1ccc(C(=O)N2CC(=O)N(CCc3ccccc3)C(=O)C2)cc1OC	1	-8	i	-3	4	i	-7	-21	-3
O=C(N/N=C\C=C\c1ccc([N+](=O)[O-])o1)c1cccs1	-19	-7	i	-7	46	i	2	-3	-3
CC1(C)C(=O)OC(c2cccc([N+](=O)[O-])c2)C2(CCCCC2)C1=O (configuration not stated)	-13	-1	i	-6	-3	i	17	10	-1
COc1cc(C2NC(=O)NC(C)=C2C(=O)OCc2ccccc2)ccc1O (configuration not stated)	1	0	i	6	-2	i	-4	8	0
CCCCn1nc(NC(=O)COC)c2cc3ccc(C)cc3nc21	-122	-5	i	8	6	x	-5	7	0
O=C(O)c1cc(O)ccc1N=Nc1ccccc1	-14	9	i	-7	1	i	-6	22	-3
Cn1nc([N+](=O)[O-])nc1Oc1ccccc1F	9	1	i	-7	3	i	-2	-5	-1
COc1ccc(OC(C)C(=O)NCc2cccnc2)cc1 (configuration not stated)	4	7	i	-3	2	i	-11	1	-1
COc1cccc(C2NC(=O)NC(O)(C(F)(F)F)C2C(=O)c2cccnc2)c1OC (configuration not stated)	12	-6	i	-1	-7	i	-10	-5	-2
COC(=O)c1nc(-c2ccccc2)n[nH]1	6	2	i	-1	-5	i	-7	-3	-4
CN(C)C(CNS(=O)(=O)c1ccc(F)cc1)c1cccnc1 (configuration not stated)	-6	-1	i	2	-3	i	-7	-8	-2

From PubChem BioAssay
